# Screening data from PubChem.
# SR-BI uptake up = activators of SR-BI mediated HDL lipid uptake | activation, % at 12.5 µM | CHO ldlA[mSR-BI] cells, DiI-HDL uptake fluorescence, 3 h; 100 = double the neutral-control signal | 320,000 tested, 0.096% active;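 active means mean replicate activation of at least 60% and every replicate at or above 60%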;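 further: 0% = median plate neutral-control signal and 100% = twice that signal; values of inactives mirror those of a sister screen read the other way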
#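 Test system: SR-BI-overexpressing, LDLR-lacking CHO cells; Medium: Ham's F12 with 0.5% BSA, HEPES 25 mM, pH 7.4; Schedule: 3 h, 37 °C; Technique: bottom-read fluorescence, 550/595 nm.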
# SR-BI DiI inh = blocks mouse SR-BI lipid uptake from DiI-HDL; inhibition, % at 12.5 µM; 320,000 tested, 0.96% active; AID 488896; ldlA[mSR-BI] CHO cells, DiI-HDL uptake fluorescence, 3 h; Q61009;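 active means mean replicate inhibition of at least 70% and a set share of replicates each scoring 70 or more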;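 further: 0% = median of neutral control wells and 100% = median of positive control wells; values of inactives mirror those of a sister screen read the other way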
# Target sequence (Q61009 whole entry, looked up): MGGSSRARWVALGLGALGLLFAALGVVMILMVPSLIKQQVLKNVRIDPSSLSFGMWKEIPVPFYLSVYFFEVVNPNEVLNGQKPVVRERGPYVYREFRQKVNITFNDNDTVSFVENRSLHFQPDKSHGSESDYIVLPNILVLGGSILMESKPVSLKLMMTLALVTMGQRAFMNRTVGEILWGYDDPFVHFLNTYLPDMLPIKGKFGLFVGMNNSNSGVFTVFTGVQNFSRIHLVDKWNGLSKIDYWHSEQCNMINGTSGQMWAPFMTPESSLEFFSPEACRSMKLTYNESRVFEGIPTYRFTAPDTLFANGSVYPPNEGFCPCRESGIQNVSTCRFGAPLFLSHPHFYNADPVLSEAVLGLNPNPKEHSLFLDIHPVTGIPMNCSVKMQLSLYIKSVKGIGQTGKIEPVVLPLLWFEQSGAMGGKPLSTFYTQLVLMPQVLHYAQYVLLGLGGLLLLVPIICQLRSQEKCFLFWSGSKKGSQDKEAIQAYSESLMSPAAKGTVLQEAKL
# CAL PDZ FP-1 = human CAL PDZ-peptide interaction inhibition; inhibition, % at 20 µM; Q9HD26; AID 504414; 330,000 tested, 0.02% active; purified CAL PDZ, TMR-peptide fluorescence polarization, 1 h;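 active means highest replicate inhibition of at least 40%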;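 further: plate controls were DMSO neutral control wells for no effect and unlabeled competitor peptide control wells for full effect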
#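 Material – purified CerCALP PDZ construct · Detection – FP readout, S and P plane fluorescence · Measure – percent inhibition from loss of millipolarization · Controls – unlabelled peptide for full inhibition, DMSO wells as neutral · Probe or stimulus – TMR-labelled reporter peptide T*-PRC34 bound in PDZ groove · Times – 1 h at RT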
# PvdQ acylase = P. aeruginosa PvdQ acylase inhibition; purified PvdQ acylase, fluorescence plate reader; inhibition, % at 10 µM; 340,000 tested, 0.063% active; AID 488965; in the data active means inhibition above about 30%, passing the limit was not always enough;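 further: 0% = vehicle neutral wells and 100% = reference inhibitor wells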
# Rtt109 Vps75 = C. albicans Rtt109 histone acetyltransferase inhibition | purified Rtt109/Vps75, ThioGlo CoA-SH fluorescence, 4 h | inhibition, % at 34.9 µM | 330,000 tested, 0.16% active | AID 540336;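 active means inhibition of at least 50% in every replicate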
# Target sequence (Q5AAJ8 whole entry, looked up): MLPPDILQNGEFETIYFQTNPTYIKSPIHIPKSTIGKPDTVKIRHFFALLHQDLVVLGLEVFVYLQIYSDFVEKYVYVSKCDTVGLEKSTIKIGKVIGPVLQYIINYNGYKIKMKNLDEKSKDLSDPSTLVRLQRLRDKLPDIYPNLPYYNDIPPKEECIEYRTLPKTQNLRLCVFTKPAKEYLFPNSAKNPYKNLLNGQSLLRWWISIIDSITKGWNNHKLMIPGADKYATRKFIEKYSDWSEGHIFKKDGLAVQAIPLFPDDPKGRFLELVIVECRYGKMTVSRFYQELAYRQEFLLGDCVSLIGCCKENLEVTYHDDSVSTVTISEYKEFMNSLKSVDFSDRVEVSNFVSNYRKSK
# CAL PDZ FP-2 = blocks peptide binding to the human CAL PDZ domain | purified CAL PDZ, TMR-peptide fluorescence polarization, 1 h | AID 602252 | inhibition, % at 24.9 µM | 300,000 tested, 0.92% active;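 active means mean inhibition of at least 30% with at least half of replicates also reaching 30%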;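 further: 0% = DMSO neutral control and 100% = excess unlabeled competitor peptide PRC23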
# dFosB act = activators of mouse delta FosB homodimer | P13346 | activation, % at 25 µM | 340,000 tested, 0.99% active | purified delta FosB, TAMRA-CDK5 oligo fluorescence polarization; percent of positive-control signal above neutral wells;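 active means mean activation above about 17%, with every replicate also reaching it, limit read from the data, passing the limit was not always enough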;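 further: fluorescence polarization rise as delta FosB binds a TAMRA Cdk5 AP-1 oligo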
# PfHsp90 yeast 2 = reduces growth (ATP signal) of yeast expressing P. falciparum Hsp90; S. cerevisiae expressing PfHsp90, BacTiter-Glo ATP, 48 h; yeast lacking PDR1 and PDR3 efflux regulators; inhibition, % at 9.4 µM; 310,000 tested, 0.32% active;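 active means every replicate shows inhibition above about 80%, whatever the replicate mean, limit read from the data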;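 further: 0% = DMSO neutral controls and 100% = 20 µM radicicol positive controls; yeast relying on Plasmodium falciparum Hsp90 in place of its own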
# MITF TRPM1 HTS = MITF TRPM1 promoter activation in melanoma cells; 300,000 tested, 0.75% active; SK-MEL-5 TRPM1-promoter luciferase, 24 h; % of positive control, neutral wells = 0; activation, % at 12.5 µM;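 active means mean activation of at least 80% with every replicate also reaching 80%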;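 further: 0% = neutral control wells and 100% = parthenolide positive control wells; values of inactives mirror those of a sister screen read the other way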
# NSD2 inh = inhibitors of human histone methyltransferase NSD2 | O96028 | NSD2 peptide methylation, AlphaScreen, 120 min | inhibition, % at 12.5 µM | 310,000 tested, 0.54% active; in the data active means inhibition above about 50%
# * hit, by the source's call; · = no result given.
SMILES,SR-BI uptake up,SR-BI DiI inh,CAL PDZ FP-1,PvdQ acylase,Rtt109 Vps75,CAL PDZ FP-2,dFosB act,PfHsp90 yeast 2,MITF TRPM1 HTS,NSD2 inh
Cc1ccc2cc(-c3noc(C4CCCO4)n3)c(=O)[nH]c2c1 (configuration not stated),-3.8,3.8,0.6,-9.6,-1.7,·,-6.0,20.7,27.4,·
O=C(Cc1ccsc1)N1CCN(S(=O)(=O)c2cc(C(F)(F)F)cc(C(F)(F)F)c2)CC1,·,-14.0,-0.4,4.6,4.9,-1.3,-3.8,-79.9,3.3,-3.4
O=S(=O)(Nc1nc2ccccc2nc1Nc1ccc(N2CCOCC2)cc1)c1cc(Cl)ccc1Cl,-72.8,72.8*,-0.3,-1.8,3.5,11.6,-14.1,-8.0,5.5,25.8
COc1ccccc1N1CCN(C(=O)c2cc(C)on2)CC1,·,·,-1.9,-10.8,-8.2,-4.3,-4.0,-8.5,-0.6,3.2
Cc1csc(=O)n1CC(=O)OCC(=O)NCc1ccc(F)cc1,13.5,-13.5,-1.5,-0.3,9.8,-0.7,8.7,-3.9,-0.2,-1.0
Cc1cc(C)c(NC(=O)/C=C\C(=O)O)c(Cl)c1,43.8,-43.8,-1.7,-0.9,-8.3,-1.1,-1.1,31.8,-4.5,-3.0
CCCn1c(SCC(=O)c2ccc(OC)c(OC)c2)nc2c1c(=O)n(C)c(=O)n2C,-5.2,5.2,0.0,0.8,-7.7,-2.8,1.1,7.8,-3.7,-3.0
CC(C)CCCCCCCCCCCCC(=O)NCC(=O)NC1C(C)OC(Nc2ncnc3nc[nH]c23)C(O)C1O (configuration not stated),-4.9,4.9,0.3,-3.4,8.4,-2.3,67.6*,-20.4,·,·
CC(=O)Nc1sc(C)c(C)c1C(=O)OCC(=O)Nc1ccccc1,-34.3,34.3,0.0,-6.9,3.3,-8.8,11.9,3.5,13.7,-4.6
COc1ccc(CNC(=O)Cn2cc([N+](=O)[O-])nc2C)cc1,9.0,-9.0,-0.1,-11.6,5.3,-5.7,3.5,-49.2,-12.8,-0.6
Cc1onc(-c2ccccc2)c1-c1nnc(-c2ccccc2C(F)(F)F)o1,-15.3,15.3,-0.6,-9.2,5.0,-5.9,-3.3,-10.9,-3.6,-1.2
C/C(=N\NC(=O)c1nnn(-c2nonc2N)c1CN(C)c1ccccc1)c1cccs1,7.1,-7.1,-2.1,-4.1,2.9,-3.9,0.5,-6.0,-2.1,-1.8
COc1ccc(CCNC(=O)CSc2nnc(-c3ccccc3)o2)cc1OC,5.2,-5.2,0.9,3.1,2.9,0.0,-8.1,11.3,·,2.5
O=C(CC1NC(=O)NC1=O)Nc1cccc2ccccc12 (configuration not stated),28.4,-28.4,-1.5,-12.8,5.9,·,-5.1,28.6,-1.7,-1.5
COc1ccc(/C(N)=N/OC(=O)CCC2CCCC2)cc1OC,-13.4,13.4,-1.1,-8.8,-3.8,-4.1,-7.8,-30.1,6.0,·
Cc1cc(NC(=O)/C=C/C(=O)N(c2ccccc2C)C(C(=O)NC2CCCC2)c2ccc(F)cc2)no1 (configuration not stated),-6.9,6.9,-3.1,-7.8,-13.1,-0.4,-27.4,15.7,-32.5,1.1
COc1nc(OC/C(N)=N/O)nc(N2CCOCC2)n1,22.7,-22.7,·,3.7,-1.9,-3.9,-5.6,16.1,3.4,-0.8
O=c1c2c(-c3cccs3)csc2[nH]c(=S)n1-c1ccccc1,2.6,-2.6,·,-12.9,3.4,2.0,-9.2,-13.8,-17.7,3.7
O=C(CCCO)NC1Cc2ccccc2C1,5.7,-5.7,0.7,-9.8,-10.4,-4.8,-5.5,-1.8,·,-2.4
S=C(NCC1CC1)N/N=C/c1ccccc1Cl,-2.0,2.0,-2.1,-7.8,-6.1,-2.8,5.3,7.9,6.1,-0.8
COc1ccc(C(CNC(=O)c2cc(S(=O)(=O)Nc3cccc(C)c3)ccc2C)N2CCCC2)cc1 (configuration not stated),21.0,-20.9,-3.6,5.7,22.1,-1.5,-18.5,0.2,29.1,3.4
C/C(=N\OCC(=O)Nc1cc(C)cc(C)c1)c1ccc2c(c1)OCCO2,20.7,-20.8,-0.4,-10.4,-5.6,-2.4,6.1,23.0,-13.7,·
COc1ccc(Cl)c(OC)c1C(=O)NC(=O)Nc1nc(C)nc(C)n1,6.3,-6.3,-3.1,-11.3,-4.1,-0.6,1.5,-7.7,-7.8,-4.1
COc1ccc(C(=O)OCC(=O)Nc2ccc(N3CCOCC3)cc2)cc1OC,-8.1,8.1,0.3,-14.7,9.2,-1.8,0.5,9.4,-2.7,-0.8
CC(C)c1ccc(Nc2nc(Cl)nc(NCCO)n2)cc1,-16.5,16.5,-1.8,-15.5,-3.6,-3.7,-6.6,1.5,·,-0.2
O=C(Nc1ccc(NC(=O)C2CC2)cc1)c1cccs1,7.7,-7.7,0.1,-1.0,5.0,-4.5,-3.7,0.8,77.4,-2.5
COc1ccc(-c2nc(NC3=NCCCCC3)sc2C)cc1,-46.4,46.4,0.9,-3.4,1.0,-1.1,-8.2,-2.5,8.9,2.8
CCOC(=O)N1CCC(c2cc(=O)n3[nH]c(-c4ccccc4)cc3n2)CC1,11.5,-11.5,-1.4,-6.5,-4.1,·,-4.2,16.0,-9.6,·
COC(=O)N/N=C/c1cn(CCOc2cccc(OC)c2)c2ccccc12,-43.7,43.7,-0.7,-1.6,·,-3.1,0.8,8.5,-10.1,-2.1
COCCNC(=O)C(c1ccc(C)o1)N(Cc1ccccc1)C(=O)Cn1nnc2ccccc21 (configuration not stated),5.0,-5.0,·,-5.1,1.6,-0.4,-9.3,15.6,-27.7,8.4
CNC(=O)c1cc2c(ccc3ccccc32)o1,-17.6,17.6,-2.3,-2.1,9.9,1.9,-6.4,3.9,-1.3,3.1
COc1ccccc1-c1nc(SCC(=O)Nc2ccccc2)n[nH]1,-9.5,9.5,-3.1,5.7,0.9,2.5,-4.8,3.2,-15.6,-1.1
COc1cccc(CN(C)C(=O)c2cc(S(=O)(=O)N3CCCC3)ccc2C)c1OC,4.6,-4.6,-1.4,-11.7,-10.1,·,1.7,0.5,-5.3,-1.3
S=C(NCCC1=CCCCC1)Nc1ccccc1,-49.6,49.6,-0.6,1.7,10.5,-5.9,-2.3,-1.7,25.9,-3.1
COc1ccc(CCNC(=O)COC(=O)/C=C/c2ccc(OC)c(OC)c2)cc1,-15.6,15.6,-2.8,-5.8,-9.8,-3.1,-5.7,-6.5,-6.5,-2.8
COc1cccc(/C=N/NC(=O)CC(=O)NCCc2ccc(OC)c(OC)c2)c1,11.5,-11.5,-1.8,-6.0,6.6,-2.5,0.4,5.3,6.9,0.4
O=C(c1ccc(Cn2c(=S)[nH]c3cc4c(cc3c2=O)OCO4)cc1)N1CCN(c2ccccc2)CC1,-58.9,58.9,-1.9,6.3,7.8,0.7,-5.3,·,5.6,5.2
Cc1ccc(C(=O)CSc2nc(C)cc(C)c2C(N)=O)cc1,26.3,-26.4,-2.5,4.1,-2.7,-0.9,-4.5,-2.7,11.6,11.2
Cc1nc(S/C(C(=O)O)=C2/C(=O)Nc3ccccc32)n[nH]1,·,·,0.7,3.1,-13.4,4.0,7.3,18.7,-6.5,4.0
Cc1cccc(C(C)C)c1NC(=O)c1cc2ccccc2o1,-24.9,24.9,-1.0,5.7,0.7,·,-4.1,-3.1,-0.9,-1.9
O=C(CCC(=O)c1ccc[nH]1)c1ccc(Cl)cc1,15.1,-15.1,-1.9,5.8,5.4,1.5,1.7,·,·,·
CC1=Nc2ccc(Br)cc2C(c2ccccc2)N1CC(=O)NN (configuration not stated),17.2,-17.2,-2.0,-17.6,19.6,-6.9,-0.9,2.7,11.5,-9.4
Cc1cccc(C(=O)NNC(=O)c2ccccc2[N+](=O)[O-])c1,11.9,-11.9,-1.5,5.3,5.9,-2.5,-4.7,-25.5,·,-3.2
CCCc1nnc(SCC(=O)Nc2ccc(OC)cc2)n1N,5.9,-5.9,-2.3,4.6,7.6,-2.8,0.6,·,-5.6,2.1
COc1ccc(CCNC(=O)CCCCCN2C(=O)c3ccccc3C2=O)cc1,-1.7,1.7,-0.9,7.2,·,-2.9,-8.5,-9.7,-9.0,2.9

# Complete entries, looked up by structure. Order of values: SR-BI uptake up | SR-BI DiI inh | CAL PDZ FP-1 | PvdQ acylase | Rtt109 Vps75 | CAL PDZ FP-2 | dFosB act | PfHsp90 yeast 2 | MITF TRPM1 HTS | NSD2 inh
# Profile of `COc1cccc(/C=N/NC(=O)CC(=O)NCCc2ccc(OC)c(OC)c2)c1` = 11.5 | -11.5 | -1.8 | -6.0 | 6.6 | -2.5 | 0.4 | 5.3 | 6.9 | 0.4
# Profile of `CC1=Nc2ccc(Br)cc2C(c2ccccc2)N1CC(=O)NN` (configuration not stated) = 17.2 | -17.2 | -2.0 | -17.6 | 19.6 | -6.9 | -0.9 | 2.7 | 11.5 | -9.4

# The listing continues:
SMILES,SR-BI uptake up,SR-BI DiI inh,CAL PDZ FP-1,PvdQ acylase,Rtt109 Vps75,CAL PDZ FP-2,dFosB act,PfHsp90 yeast 2,MITF TRPM1 HTS,NSD2 inh
Cc1nc2ccccn2c1-c1nnco1,·,·,-2.8,-2.6,-0.4,-0.2,-3.8,-14.7,3.8,0.1
Cc1ccc(C(=O)N2CCN(CCNC(=O)C(=O)NC(C)C)CC2)cc1,6.4,-6.4,-1.1,-3.5,1.2,-1.2,-5.8,30.9,-8.0,-1.7
Brc1ccc(CSc2nnc(-c3ccccn3)n2Cc2ccco2)cc1,2.0,-2.0,·,-5.0,11.9,-2.9,-2.1,·,-28.6,1.9
O=C(Nc1ccc(Cl)cc1)NN1CCCCCC1,-4.7,4.7,-1.1,-9.5,3.3,-5.4,-3.3,·,18.2,-0.6
CCOC(=O)C1=C(N)OC2=C(C(=O)CC(C)(C)C2)C1c1cc(CSc2nnnn2C)cs1 (configuration not stated),42.6,-42.6,-0.4,-8.7,-4.7,1.9,-7.9,11.5,-13.9,-1.5
COc1ccc(C)cc1S(=O)(=O)N1CCCC(C(=O)NCc2ccccn2)C1 (configuration not stated),3.4,-3.4,-2.5,-14.4,-5.4,2.7,1.2,5.5,-5.0,-1.6
CC(=O)OC1CC(C)(C)N(OC(=O)c2ccc(N)cc2)C(C)(C)C1,-8.7,8.7,1.4,-4.1,-8.8,·,-0.5,3.9,6.3,4.4
CCN(C(=O)COC(=O)c1cc2c(s1)CCCC2)c1c(N)n(Cc2ccccc2)c(=O)[nH]c1=O,-29.0,29.0,-1.1,-6.5,-4.9,-9.4,0.2,-9.1,-1.0,-0.6
Cn1c(=O)c2c(ncn2CCOc2cccc(Br)c2)n(C)c1=O,-4.4,4.4,-1.1,0.7,4.7,-2.7,-0.6,-13.1,-17.9,0.2
CCOC(=O)c1sc(N)c(C(=O)OC)c1C,17.8,-17.8,-2.1,-8.2,-0.3,-2.0,-0.9,9.7,51.3,-1.4
COC(=O)c1sccc1NC(=O)CN1CCN(c2ccc(F)cc2)CC1,-47.8,47.8,-0.8,-15.1,5.8,-2.7,0.2,24.8,4.6,4.1
